CAL PDZ FP-1: untagged CAL PDZ binding inhibitors, primary screen, biochemical, fluorescence polarization, HTS; Golgi-associated PDZ and coiled-coil motif-containing protein (Homo sapiens), Q9HD26; purified CAL PDZ, TMR-peptide fluorescence polarization, 1 h; inhibition, % at 24.9 µM; 300,000 tested, 0.92% active; AID 602252, 2012;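 active means mean inhibition of at least 30% with at least half of replicates also reaching 30%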;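 further: 0% = DMSO neutral control and 100% = excess unlabeled competitor peptide PRC23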
RTF Ca sens act: cardiac RTF calcium sensitivity activators, primary screen, biochemical, IANBD-TnC fluorescence, EC20 calcium. Troponin I, cardiac muscle (Homo sapiens) + Troponin T, cardiac muscle (Homo sapiens) + …. IANBD-labeled TnC RTF fluorescence at EC20 calcium; 0% EC20 calcium, 100% full calcium. activation, % at 7.2 µM. 340,000 tested, 0.24% active. AID 493008, 2010;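 active means activation above the mean over all tested compounds plus 3 SD, cut at about 30% in these data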;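 further: rise in fluorescence read as greater calcium sensitivity of cardiac thin filaments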
CAL PDZ FP-2: CAL PDZ peptide-binding inhibitors, primary screen, biochemical, fluorescence polarization, Cer-tagged CAL PDZ, HTS; Golgi-associated PDZ and coiled-coil motif-containing protein (Homo sapiens), Q9HD26; purified CAL PDZ, TMR-peptide fluorescence polarization, 1 h; inhibition, % at 20 µM; 330,000 tested, 0.02% active; AID 504414, 2011;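 active means highest replicate inhibition of at least 40%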;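 further: plate controls were DMSO neutral control wells for no effect and unlabeled competitor peptide control wells for full effect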
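Material: tagged CAL PDZ domain; buffer or medium: 25 mM sodium phosphate pH 7.4, 150 mM NaCl, TCEP, IgG, Thesit; compound dosing: single point, 20 µM; schedule: 1 h incubation at room temperature before polarization reading; measured by: FP readout, S and P plane fluorescence; read-out basis: percent inhibition from loss of millipolarization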
Rtt109 Vps75: inhibitors of C. albicans Rtt109/Vps75 HAT, primary screen, biochemical, ThioGlo CoA-SH fluorescence, plate reader | Histone acetyltransferase RTT109 (Candida albicans (strain SC5314 / ATCC MYA-2876)), … | purified Rtt109/Vps75, 4 h | inhibition, % at 34.9 µM | 330,000 tested, 0.16% active | AID 540336, 2011;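 active means inhibition of at least 50% in every replicate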
Cardiac RTF inh: cardiac RTF calcium sensitivity inhibitors, primary screen, biochemical, IANBD-TnC fluorescence, EC70 calcium; IANBD-labeled cardiac RTF, Ca2+ fluorescence; inhibition, % at 7.15 µM; 340,000 tested, 0.12% active;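 active means inhibition above the mean inhibition of all tested compounds plus 3 SD, cut at about 17% in these data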;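 further: assay run at fixed EC70 calcium of 1.6 mM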
PKA-R2B act: activators of PKA-R2B holoenzyme, primary screen, biochemical, fluorescence polarization, Cy5-IP20, human; cAMP-dependent protein kinase catalytic subunit beta (Homo sapiens) + cAMP-dependent …; PKA-R2B holoenzyme dissociation; R2B truncated from residue 108, S112A mutant; 0% DMSO only, 100% 113 µM cGMP; activation, % at 11.4 µM; 340,000 tested, 0.079% active;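 active means activation above a cutoff set at the mean over all compounds plus 3 SD, cut at about 18% in these data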;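 further: higher means more holoenzyme dissociation and a rise in polarization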
Target sequence (P31323 whole entry, looked up, other chains not shown, the tested form may be a part): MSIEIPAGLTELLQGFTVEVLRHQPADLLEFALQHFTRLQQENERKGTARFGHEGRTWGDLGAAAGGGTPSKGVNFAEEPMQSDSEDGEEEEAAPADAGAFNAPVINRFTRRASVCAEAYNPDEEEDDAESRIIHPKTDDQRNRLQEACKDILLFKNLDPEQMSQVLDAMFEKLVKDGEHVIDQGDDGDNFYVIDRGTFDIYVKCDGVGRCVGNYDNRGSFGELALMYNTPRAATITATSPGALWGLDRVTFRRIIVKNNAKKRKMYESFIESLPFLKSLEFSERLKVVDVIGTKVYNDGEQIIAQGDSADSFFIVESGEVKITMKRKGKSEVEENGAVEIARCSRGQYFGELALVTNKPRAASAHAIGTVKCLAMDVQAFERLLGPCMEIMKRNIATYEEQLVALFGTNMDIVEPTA
Keap1 Nrf2 FP: Keap1-Nrf2 protein-protein interaction inhibitors, primary screen, biochemical, fluorescence polarization, single point | AID 504523, 2011 | Keap1 Kelch-Nrf2 peptide fluorescence polarization, 1536-well | inhibition, % at 9.4 µM | 340,000 tested, 0.15% active | Kelch-like ECH-associated protein 1 (Homo sapiens), Q14145; in the data active means inhibition above about 12%;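 further: human Keap1 Kelch domain with fluorescein labeled Nrf2 9mer peptide probe; 0% = neutral control wells and 100% = peptide positive control; higher means more block of Keap1 binding to Nrf2 peptide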
LANA DNA inh: inhibitors of KSHV C-LANA binding to DNA, primary screen, biochemical, fluorescence polarization, FAM-LBS DNA, MBP-C-LANA, single point; Kaposi's sarcoma herpesvirus LANA C-terminal domain (residues 932-1162) DNA binding; inhibition, % at 9 µM; 340,000 tested, 0.078% active;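 active means highest replicate inhibition at or above 60% at 9 µM, even if other replicates fall short; inactive means all replicates below 60% inhibition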;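 further: 0% = neutral control wells and 100% = 4 µM acridine orange control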
DAGLB inhibitor: DAGLB lipase inhibitors, primary screen, biochemical, fluorescence, HTS | Diacylglycerol lipase-beta (Homo sapiens), Q8NCG7 | HEK293T DAGLB membrane lysate, EnzChek fluorogenic substrate | inhibition, % at 5.17 µM | 340,000 tested, 0.059% active | AID 504411, 2011; in the data active means inhibition above about 34%;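 further: 0% = enzyme with vehicle and 100% = wells lacking enzyme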
Target sequence (Q8NCG7 whole entry, looked up): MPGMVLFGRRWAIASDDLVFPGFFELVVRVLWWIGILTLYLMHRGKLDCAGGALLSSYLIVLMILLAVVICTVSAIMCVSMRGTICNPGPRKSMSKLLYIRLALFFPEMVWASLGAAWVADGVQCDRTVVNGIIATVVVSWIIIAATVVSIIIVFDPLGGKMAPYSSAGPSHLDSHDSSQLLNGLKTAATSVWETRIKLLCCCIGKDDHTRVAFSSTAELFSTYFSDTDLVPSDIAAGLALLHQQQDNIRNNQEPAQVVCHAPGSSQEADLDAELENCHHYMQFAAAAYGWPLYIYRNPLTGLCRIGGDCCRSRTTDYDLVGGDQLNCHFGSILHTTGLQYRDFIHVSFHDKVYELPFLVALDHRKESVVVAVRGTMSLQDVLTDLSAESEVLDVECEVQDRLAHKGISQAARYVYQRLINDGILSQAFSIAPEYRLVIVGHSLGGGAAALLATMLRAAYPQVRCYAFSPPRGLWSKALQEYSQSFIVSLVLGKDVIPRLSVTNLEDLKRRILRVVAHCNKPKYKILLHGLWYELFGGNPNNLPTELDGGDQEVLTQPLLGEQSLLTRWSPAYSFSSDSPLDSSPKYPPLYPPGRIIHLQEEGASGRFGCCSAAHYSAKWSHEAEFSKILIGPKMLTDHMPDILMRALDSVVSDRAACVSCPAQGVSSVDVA
SR-BI DiI-HDL act: activators of SR-BI mediated DiI-HDL uptake, primary screen, ldlA[mSR-BI] CHO cells, DiI fluorescence; 3 h; 100 = double the neutral-control signal; activation, % at 12.5 µM; 320,000 tested, 0.096% active;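 active means mean replicate activation of at least 60% and every replicate at or above 60%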;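 further: 0% = median plate neutral-control signal and 100% = twice that signal; values of inactives mirror those of a sister screen read the other way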
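System: LDL receptor-deficient CHO ldlA cells overexpressing murine SR-BI | Timing: 3 h uptake period with compound, 37 °C | Medium: HEPES-buffered (25 mM, pH 7.4) F12 plus 0.5% BSA | Dosing: Single-point compound dose | Signal: Bottom-read fluorescence, 550/595 nm | Read-out: Retained DiI signal reflecting DiI-HDL uptake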
Active calls of the source: *; / = no result given. An unsorted share of the library; overall some 1.6% were active at least once.

SMILES	CAL PDZ FP-1	RTF Ca sens act	CAL PDZ FP-2	Rtt109 Vps75	Cardiac RTF inh	PKA-R2B act	Keap1 Nrf2 FP	LANA DNA inh	DAGLB inhibitor	SR-BI DiI-HDL act
COc1ccc(CCNC(=O)CNC(=O)c2nn(-c3ccc(OC)c(OC)c3)c(=O)c3ccccc23)cc1OC	0.7	-1.8	-1.7	5.0	5.0	1.7	-3.2	-0.3	-2.3	/
COC(=O)CNc1nc(Cl)nc(NC2CCCCC2)n1	-0.2	-0.5	-1.0	-9.4	-1.8	-7.5	-3.3	-1.3	-2.1	-19.8
CCN(CCCNC(=O)c1ccc2c(c1)NC(=O)CN2C)c1cccc(C)c1	27.0	4.0	0.0	-1.7	-7.8	6.0	-3.9	-1.8	1.4	-24.3
CC(C)(C)NC(=O)COC(=O)c1c2c(nc3ccccc13)CCC2	-3.7	-6.9	-1.5	5.6	-4.0	12.6	-0.7	3.1	3.7	/
CC(C(=O)Nc1ccc(C#N)cc1)N1CCN(C(=O)C2CC2)CC1 (centres undefined)	-0.9	0.9	-0.9	2.0	-11.5	-1.5	-3.0	2.6	-4.0	4.0
Cc1nnc(SCC(=O)NC(C)c2ccccc2)[nH]c1=O (centres undefined)	2.8	0.4	/	4.5	-3.5	-10.3	2.4	3.1	0.2	7.8
O=C(Nc1nnc(-c2ccco2)o1)c1ccc(Cl)cc1	-2.8	-3.7	-2.6	-3.2	0.7	8.3	/	/	2.2	34.6
c1ccc2c(c1)CCc1snnc1-2	/	-1.6	1.0	-7.2	-0.5	-4.7	-2.5	0.8	-2.4	4.9
CCOc1c(Cl)cc(/C=N/O)cc1OC	-1.9	-1.9	-2.8	-9.0	-4.7	-1.6	-0.5	-2.1	-7.6	-3.6
COCc1cc(CN2CCN(C)CC2)c(O)c2ncccc12	-1.4	0.0	-0.2	-0.7	-0.2	0.3	-8.2	-0.6	-2.7	-11.1
CCc1cccc(NS(=O)(=O)c2ccc3c(c2)N(C)CCO3)c1	-0.2	3.7	-2.0	-5.6	-8.8	-6.3	-1.3	-0.9	-4.0	-2.2
O=C(NCc1ccco1)/C(=C/c1ccc([N+](=O)[O-])cc1)NC(=O)c1ccco1	-4.4	-4.5	-0.2	3.4	1.5	-9.7	2.4	0.1	-2.3	-10.0
COC(=O)[C@H](CCSC)NC(=O)c1cccnc1SC	-1.2	0.7	-0.3	-11.1	4.3	3.8	-0.7	0.1	-2.2	11.1
Cn1nccc1C(=O)N1CCN(c2ccccc2F)CC1	5.1	-4.2	-1.4	-10.7	-1.7	-0.3	1.8	-0.8	-1.4	14.8
CCOc1cc(/C=N/NC(=O)c2ccc(NC(=O)C3CC3)cc2)ccc1O	-2.0	2.0	0.0	-1.1	2.2	-3.6	-1.5	-0.6	0.8	-40.3
Cc1ccsc1CNC(=O)c1c(-c2ccccc2)noc1C	6.0	2.4	0.2	2.6	-5.8	-1.3	3.3	-0.9	-0.6	0.6
O=C(OCC(=O)N1CCCC1=O)c1cc(Cl)ccc1O	-6.8	-4.4	-1.4	-2.3	-15.7	8.3	-2.1	-6.9	2.1	-2.9
O=C(NCc1cccs1)c1cc(-c2ccc(O)cc2)on1	7.4	-4.3	-0.3	-1.9	-8.9	12.3	-0.2	0.2	0.6	/
C=C(C)C(=O)Nc1cccc(C2=NOC3(C2)C[C@@H](C(N)=O)N(C(=O)/C(C)=C/C)C3)c1 (some centres undefined)	-0.8	-2.6	1.0	-0.1	-13.4	1.7	-0.7	84.5*	0.8	33.8
O=c1c2ccccc2nc(CSc2nnnn2-c2ccccc2)n1-c1ccccc1	0.8	0.0	-2.4	1.9	5.3	6.8	-3.6	0.2	-2.1	26.2
Cc1ccc(C(=O)N(Cc2sccc2C)C2CCS(=O)(=O)C2)cc1 (centres undefined)	-5.6	-6.2	-1.1	1.1	-7.1	-2.0	-3.2	0.5	-2.1	11.2
Oc1ccc(/C=N/Nc2ccc3ccccc3c2)c(O)c1	-1.9	2.0	-2.5	0.2	-6.2	0.0	-5.6	1.7	1.4	-22.9
CCOc1ccccc1NC(=O)CCS(=O)(=O)c1cccc2nsnc12	1.5	-12.2	-1.6	9.6	-24.0	-0.3	0.6	-0.4	-1.8	-9.9
COc1ccc(CCNC(=O)Cn2cnc3c(nnn3Cc3ccc(C)cc3)c2=O)cc1OC	-0.2	-4.3	-0.8	-4.4	1.3	-1.2	1.6	-1.1	0.5	6.5
COc1ccc(C2=CSC3=NCCN23)cc1[N+](=O)[O-]	1.4	-8.6	-0.9	-2.9	1.6	1.6	-5.5	-2.1	0.4	-8.4
CC(=O)Nn1c(COc2ccccc2C)nc2ccccc2c1=O	-2.5	-1.8	-1.0	0.8	5.6	-6.9	2.2	1.0	1.4	42.5
C=CCNC(=O)c1cccn1-c1ccsc1C(=O)OC	-1.2	2.3	-0.3	-5.2	-2.8	3.7	-5.9	0.9	-3.3	37.3
CCN1CCc2c(sc(NC(=O)COc3ccccc3)c2C(=O)OC)C1	-3.1	2.6	-1.8	-2.2	-1.6	9.5	-3.7	-0.1	-5.3	-5.1
O=C(NNC(=O)c1nn(-c2ccc(F)cc2)ccc1=O)Nc1cccc(Cl)c1	/	/	-0.3	-3.3	/	/	-6.2	1.1	/	12.1
Clc1ccc(-n2nnnc2CN2CCCCC2)cc1Cl	-3.7	0.7	-2.1	-1.4	1.4	1.5	-3.5	-0.5	-7.8	4.0
COc1ccc2[nH]c(C)c(CCN(Cc3cccs3)C(=S)Nc3ccccc3OC)c2c1	/	4.2	0.3	11.8	-15.6	-13.4	0.1	7.5	0.5	-36.1
O=[N+]([O-])c1ccc2nc(-c3ccccc3)n(OCc3ccc(Cl)cc3)c2c1	0.2	-0.3	0.3	-5.4	5.2	-1.5	-1.7	1.4	-1.1	-77.6
CCOC(=O)C1=C(CSc2nc(CC)c(C)cc2C#N)OC(N)=C(C#N)C1c1ccccc1 (centres undefined)	/	-3.5	-0.1	13.7	-4.3	-2.8	-9.1	-0.8	-6.2	-22.1
O=C(CN(CC1CCCO1)C(=O)CNS(=O)(=O)c1ccccc1)NCCc1ccccc1 (centres undefined)	-4.1	-5.6	-2.0	3.8	-25.8	3.2	0.6	0.4	-2.2	/
CCCCCCC1CC(C)(C(=O)CNc2nncs2)OC1=O (centres undefined)	-4.0	-9.8	-3.2	15.6	12.9	-4.9	-2.4	-0.8	-2.8	29.8
COc1ccc(CN2CCC(=O)N([C@H](CO)CC(C)C)CC2)cc1OC	-3.2	8.8	-1.4	-6.4	-13.3	6.7	-3.8	0.4	-1.1	-2.2
CN1CCN(CCCNC(=O)C2CCN(c3nnc(-n4cccc4)s3)CC2)CC1	-1.3	6.0	-0.9	-26.5	-2.8	7.7	-5.6	0.4	0.1	8.1
CCN(CC)c1ccc(NC(=O)C2CCCC2)cc1	8.6	-2.7	0.0	-7.5	-4.9	-11.7	2.5	-0.5	0.6	19.3
COc1ccc(C2c3[nH]c4ccccc4c3C[C@H]3C(=O)N(CCCO)CC(=O)N23)cc1OC (some centres undefined)	/	2.1	0.1	-0.1	-6.5	9.3	-1.8	-0.5	0.8	20.8
COc1ccc(S(=O)(=O)NCCNC(=O)N2CCOCC2)cc1	-1.6	-0.3	-2.4	-4.4	-2.0	-3.6	1.9	0.5	1.4	3.9
CCCOc1cc(C)c(S(=O)(=O)N2CCN(C)CC2)cc1C	-6.5	-1.9	-0.7	1.5	-1.2	5.7	-4.4	1.3	-2.8	-2.3
O=c1c2ccccc2nc2n1CCN2	-1.6	3.4	-3.1	-6.4	2.2	-14.7	2.5	-1.1	-3.7	-25.1
CC1=NN(c2ccc(Cl)cc2)C(=O)C1	-1.2	-1.3	-0.2	3.8	-6.8	-9.5	-1.2	1.8	5.5	-11.1
C/C(=C\c1ccccc1)CN1CCN(c2ccccc2F)CC1	-0.1	4.2	-1.8	-4.0	-3.0	-9.0	-1.7	0.0	-21.9	10.1
N/C(COc1ccc(Cl)cc1Cl)=N\O	-2.6	1.3	-0.2	1.2	-3.7	-1.2	0.9	-0.5	-1.2	0.1
O=C(Cn1cccn1)N1CCCC(N2CCN(Cc3ccc4c(c3)OCO4)CC2)C1 (centres undefined)	17.4	-4.8	-2.3	6.9	2.2	0.2	2.7	1.0	-1.2	9.6
Cc1ccc(N2CC(NS(=O)(=O)c3cccnc3)CC2=O)cc1C (centres undefined)	/	0.8	-1.0	0.1	2.0	6.2	-3.1	0.9	2.0	3.8
Cc1cccc(OCCNC(=O)CCNS(=O)(=O)c2ccc3ccccc3c2)c1	-1.2	-1.1	-0.1	1.9	-13.8	-0.6	-8.2	-0.5	-7.4	8.7
CCOc1ccc(N2CC(C(=O)NCCN3C(=O)S/C(=C\c4cccnc4)C3=O)CC2=O)cc1 (centres undefined)	4.5	0.4	-0.7	-3.1	-9.0	-8.7	-2.4	2.7	0.6	-11.4

Three compounds out of the list above, sorted by the number in PKA-R2B act, descending.
SMILES	CAL PDZ FP-1	RTF Ca sens act	CAL PDZ FP-2	Rtt109 Vps75	Cardiac RTF inh	PKA-R2B act	Keap1 Nrf2 FP	LANA DNA inh	DAGLB inhibitor	SR-BI DiI-HDL act
Cc1ccc(N2CC(NS(=O)(=O)c3cccnc3)CC2=O)cc1C (centres undefined)	/	0.8	-1.0	0.1	2.0	6.2	-3.1	0.9	2.0	3.8
CCOc1ccc(N2CC(C(=O)NCCN3C(=O)S/C(=C\c4cccnc4)C3=O)CC2=O)cc1 (centres undefined)	4.5	0.4	-0.7	-3.1	-9.0	-8.7	-2.4	2.7	0.6	-11.4
C/C(=C\c1ccccc1)CN1CCN(c2ccccc2F)CC1	-0.1	4.2	-1.8	-4.0	-3.0	-9.0	-1.7	0.0	-21.9	10.1

Source: PubChem (several laboratories)
